# Screens deposited in PubChem BioAssay by National Center for Advancing Translational Sciences (NCATS).
# p53 reactivator: restores transcriptional activity of mutant p53. hit rate 0.063% among 320,000. AID 504706. Potency, µM (top dose mostly 92.2 µM), for the others: top-dose activity change, positive = activation, actives largely listed as activators. H1299 p53-A138V BP100-luciferase reporter, luminescence, 24 h; further: % of control where 0% means no effect; nearly all actives have a fitted effect of over 45% in size
#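 p53-null H1299 cells stably carrying temperature-sensitive p53-A138V and a BP100-luciferase reporter were pinned with compounds (4-point, 1:5 series) and held 24 hrs at 37 deg C. Luminescence was read 10 min after detection reagent.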
# NPC1 promoter act: activators of NPC1 promoter; Huh7 NPC1 promoter luciferase reporter, 24 h; Potency, µM (titrated, usually from 9.22 µM), inactives show top-dose activation, actives largely listed as activators; hit rate 2.4% among 320,000; AID 485313;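 further: % of control where 0% means no effect; nearly all actives have a fitted effect of over 60% in size; reporter is driven by a mutant NPC1 promoter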
#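 Luciferase expression driven by the NPC1 promoter was measured in stably transfected Huh7 cells after a 24 h compound incubation, using a luciferase reagent and a luminescence read.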
# Gal4-VP16 FLuc: counter-screen for ROR gamma inhibitors: Gal4-VP16 reporter. Drosophila S2 Gal4-VP16 UAS-luciferase, luminescence, 20 h. Potency, µM (doses to about 53.6 µM), without a hit: at the top dose activity, negative = inhibition, most hits filed as inhibitors. hit rate 3.5% among 310,000. AID 2546;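 further: Gal4-VP16 expression switched on by copper sulfate through the metallothionein promoter; on the % scale 0 is the no-effect control and ±100 the full control effect; nearly all actives have a fitted effect of over 50% in size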
# CXXC DNA block: MLL CXXC-DNA interaction inhibition | Q03164 | MLL-CXXC / FITC-HOXA9 DNA fluorescence polarization | Potency, µM (highest dose often 115 µM), for the others: at the highest dose activity change, negative = inhibition, hits mostly inhibitors | hit rate 0.037% among 290,000 | AID 2662; active means well fitted inhibition curve with a large enough effect in the polarisation, with a control signal flat, not every such curve was filed as active; inconclusive means small, poorly fitted or top-dose-only effect, or effect the other way, or a change in a side signal; inactive means no such curve, though single readings can be large or run the other way; the % refers to the polarisation
#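 Purified MLL-CXXC (added from a 7 uM solution) was preincubated 5 min at ambient with pinned compounds in 50 mM Tris-HCl pH 7.5, 50 mM NaCl, 1 mM DTT, 0.05% BSA. Fluorescein-labeled HOX-A9 DNA (50 nM solution) followed, 30 min, then polarization read.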
# FLuc counter: firefly luciferase modulation, counter-screen for miR-21 project; AID 588342; P08659; purified FLuc, Km substrates, luminescence inhibition; hit rate 6.9% among 360,000; Potency, µM (top dose mostly 57.5 µM), for inactives: at the highest dose activity change, negative = inhibition, hits mostly inhibitors;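 further: plate controls were vehicle for no effect and reference inhibitor for full effect; nearly all actives have a fitted effect of over 55% in size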
#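 Biochemical qHTS of compounds, final roughly 60 µM downward over six points, against 10 nM purified firefly luciferase using Km concentrations of substrates (10 uM D-luciferin, 10 uM ATP) in Tris acetate pH 7.5 buffer; luminescence output.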
# Rab9 prom act: activators of Rab9 promoter | Huh7 Rab9 promoter-luciferase reporter, luminescence, 24 h | Potency, µM (doses to about 9.22 µM), for the others: top-dose activation, negative = inhibition, hits mostly activators | hit rate 2.8% among 320,000; further: % of control where 0% means no effect; nearly all actives have a fitted effect of over 60% in size
#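 Cell-based reporter: Huh7 stable for Rab9 promoter-driven luciferase, plated in reduced-serum medium with 10% FBS at 1500 cells/well, compound-treated 24 h at 37 °C, luminescence read after 10 min reagent.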
# BRCA1 expr act: BRCA1 expression activation. Potency, µM (series often up to 46.1 µM), without a hit: at the highest dose activation, hits mostly activators. MCF7-BRCA1-FFLuc reporter, luminescence, 48 h; response scale: scaled: vehicle 0%, 10 µM genistein 100%. AID 624202. hit rate 1.1% among 380,000; further: nearly all actives have a fitted effect of over 80% in size; some results filed as inactive show a strong effect at the top dose
#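 First, MCF7-BRCA1-FFLuc cells (2000/well) attach for 2 h; next, compounds are pin-added and incubated 48 h at 37 °C; finally, luciferase reagent is added and luminescence read after 15 min.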
# uPA surface inh: blocks generation of uPA at the cell surface. cell surface uPA generation assay, qHTS. Potency, µM (titrated, usually from 38.3 µM), for inactives: at the top dose activity change, negative = inhibition, most hits filed as inhibitors. hit rate 0.31% among 330,000. AID 540303; active means well fitted inhibition curve with a large enough effect; inconclusive means small, poorly fitted or top-dose-only effect; inactive means no such curve, though single readings can be large or run the other way; tested in mouse RAW 264.7 cells; further: on the % scale 0 is the no-effect control and ±100 the full control effect; nearly all actives have a fitted effect of over 55% in size
# ELG1 genotoxic: induces genotoxicity in HEK293T cells with luciferase-tagged ELG1 | HEK293T ELG1-luciferase reporter, luminescence, 16 h | Potency, µM (highest dose often 46 µM), for the others: at the top dose activity change, positive = activation, most hits filed as activators | hit rate 1.3% among 330,000 | AID 504466; further: % of control where 0% means no effect; nearly all actives have a fitted effect of over 60% in size
#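 16 hr compound incubation (37 °C, 5% CO2) of HEK293T cells carrying luciferase-tagged ELG1; luciferase then measured by ONE-Glo luminescence after 30 min at RT.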
# RORgamma inh: inhibitors of mouse ROR gamma transcriptional activity; P51450; Drosophila S2 Gal4-RORgamma UAS-luciferase reporter, 20 h; hit rate 5.4% among 310,000; Potency, µM (titrated, usually from 53.6 µM), inactives show at the top dose activity change, negative = inhibition, most hits filed as inhibitors; further: on the % scale 0 is the no-effect control and ±100 the full control effect; nearly all actives have a fitted effect of over 60% in size
#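 In this cell-based reporter format, copper sulfate (700 uM final) drives Gal4–ROR gamma fusion expression from a metallothionein promoter in Drosophila Schneider cells; compounds preincubated 1 hr, reporter read after 20 hr at ambient temperature.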
# MBNL1 CUG block: inhibitors of human MBNL1 binding to CUG repeat RNA; AID 2675; Q9NR56; TR-FRET MBNL1-His/biotin-(CUG)12 binding, 665/545 ratio; Potency, µM (top dose mostly 57.5 µM), without a hit: at the highest dose activity change, negative = inhibition, hits mostly inhibitors; hit rate 0.036% among 280,000; active means well fitted inhibition curve with a large enough effect in the signal ratio, with a control signal flat, not every such curve was filed as active; inconclusive means small, poorly fitted or top-dose-only effect, or effect the other way, or a change in a side signal; inactive means no such curve, though single readings can be large or run the other way; the % refers to the signal ratio; further: on the % scale 0 is the no-effect control and ±100 the full control effect
#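 Inhibition of protein-RNA binding appears as loss of TR-FRET between terbium anti-His antibody on MBNL1-His and streptavidin-XL665 on biotin-(CUG)12. Activity is normalized to buffer-only and uninhibited-complex controls.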
# * hit, by the source's call; ? = inconclusive; . = not tested or not shown; [ ] = dose if it differs, or a comment. Unless noted, the call rests on the fitted dose curve; in most records, active means well fitted curve in the direction sought with a large enough effect; inconclusive means small, poorly fitted or top-dose-only effect, or another doubt; inactive means no such curve, though single readings can be large; an effect the other way counts as inactive or inconclusive. Potency means the concentration at half of the fitted maximal effect. These rows are one share of the data; count on the stated rates, not on these rows.
SMILES | p53 reactivator | NPC1 promoter act | Gal4-VP16 FLuc | CXXC DNA block | FLuc counter | Rab9 prom act | BRCA1 expr act | uPA surface inh | ELG1 genotoxic | RORgamma inh | MBNL1 CUG block
CCN1CCN(Cc2c(OC)ccc3ccccc23)CC1 | -13% | -7% | 3% | 4% | -1% | -9% | 1% | -15% | 3% | -5% | 0%
O=C(NCCC1=CCCCC1)c1cc2c(s1)CS(=O)(=O)C2 | 12% | 19% | ? | 2% | ? | 24% | ? | 3% | 12% | -10% | -2%
O=C(COC(=O)c1cncc(Br)c1)NC1CCCCC1 | 4% | -3% | 11% | -4% | 2% | -2% | -7% | 1% | 3% | -17% | .
S=C1NC[C@H](CC2CCCCC2)N1CCCCC1CCCCC1 | 11% | -4% | 3.2µM* | 17% | -1% | 1% | 18% | 9% | -5% | 1.1µM* | 1%
COc1ccc(S(=O)(=O)NNC(=O)c2ccccc2-n2cccc2)cc1 | 2% | -1% | 30% | -4% | -13% | 5% | 0% | 3% | -2% | 14% | 5%
CCCCCC(=O)Nc1cc(S(=O)(=O)N2CCOCC2)ccc1N1CCCCC1 | -2% | -1% | . | . | 3% | -1% | -17% | -1% | -1% | . | .
N=P(N1CCOCC1)(N1CCOCC1)C12CC3CC(CC(C3)C1)C2 | -3% | -1% | -14% | 11% | 1% | 2% | 6% | 3% | 0% | -20% | 3%
CC(=O)c1ccc(S(=O)(=O)NCC2(N3CCOCC3)CCCCC2)cc1 | 5% | 0% | . | . | . | -5% | -9% | 14% | 1% | . | .
Cc1ccc(N2C(=O)CC(Sc3ncccn3)C2=O)cc1C (configuration not stated) | . | -4% | ? | 1% | 1% | 4% | -40% | -59% | 1% | 13µM* | 4%
O=C1CCC(=O)N1CNc1ccc(Oc2ccccc2)cc1 | . | . | 15% | -6% | -7% | . | -1% | -9% | . | 9% | -2%
O=C(Nc1nc(-c2ccccc2)cs1)NC1CCCCC1 | ? | 17% | 0%[0.365 µM] | 7% | ? | 20% | 21% | . | 23µM* | 24% | 1%
O=c1cc(CSc2nnnn2-c2ccccc2)nc2nc[nH]n12 | -5% | -1% | 6% | 0% | 0% | 6% | 0% | -1% | -5% | ? | 7%
CCCN1C(=O)c2ccccc2NC1c1ccc(OC)c(CSc2ccccn2)c1 (configuration not stated) | -16% | -3% | 5% | -4% | 2% | -1% | 0% | -5% | -4% | 44% | 9%
COc1ccc(-c2nc3ccccc3n2CCC(C)C)cc1OC | -5% | 1% | ? | -11% | ? | -5% | -18% | 1% | -2% | 11µM* | 1%
CC(C)OC(=O)C(C)Nc1ccc(F)c(Cl)c1 (configuration not stated) | 0% | -3% | -1% | -1% | 5% | 1% | -12% | 7% | 0% | 19% | 3%
COc1ccc(NC(=O)CS(=O)(=O)Cc2nc(-c3ccc(C)cc3)oc2C)cc1 | -4% | -3% | -15% | 30% | 1% | -2% | -9% | 0% | 5% | -41% | -4%
Cc1ccc(S(=O)(=O)N(C)c2ccc(C(=O)N3CCN(Cc4ccc5c(c4)OCO5)CC3)cc2)cc1 | ? | -13% | ? | -2% | 4% | -30%[inhibitor] | -73% | . | -6% | -22% | -7%
O=C(CCn1c(=O)[nH]c2ccsc2c1=O)N1CCN(c2cccc(Cl)c2)CC1 | -7% | -9% | -25% | 15% | 0% | -3% | -37% | 3% | -2% | ? | -7%
COc1ccc(C2=CC(=O)C[C@H](c3ccc(Cl)cc3)C2)cc1 | -8% | 5% | . | . | -16% | 9% | 13% | 7% | -1% | . | .
Cc1ccc(CNC(=O)CCS(=O)(=O)c2ccc(Cl)cc2)cc1 | -1% | -3% | -18% | 4% | 1% | -7% | -24% | -2% | 2% | -19% | -3%
N#Cc1c(N)n[nH]c1-c1cc2c([nH]1)CCCC2 | -15% | 2% | -7% | -1% | ? | -2% | 25% | -4% | -2% | ? | -4%
COc1ccc(C(C)=O)cc1COC(=O)c1c(C)noc1C | -9% | -1% | -1% | 0% | 0% | -11% | -70% | -10% | 10% | -12% | 0%
O=C(/C=C/c1cccs1)N1CCOCC1 | 11% | 1% | 2% | 4% | -13% | 10% | 13% | 4% | 4% | -1% | 7%
COc1ccc(-c2nc(CS(=O)CC(=O)NCCC3=CCCCC3)c(C)o2)cc1 (configuration not stated) | ? | 23% | 5% | -8% | ? | 30% | ? | -20% | 7% | -19% | 3%
Cc1[nH]c(C)c(S(=O)(=O)NCC(C)c2ccccc2)c1C(=O)N1CCCCC1 (configuration not stated) | -2% | -1% | 2% | 10% | 1% | -2% | 6% | 1% | 1% | 5% | -6%
Cn1c(SCC(O)c2ccccc2)nnc1-c1ccc2ccccc2c1 (configuration not stated) | -2% | -4% | -8% | -1% | -12% | 0% | 12% | -13% | 0% | 25% | .
Cc1onc(-c2c(Cl)cccc2Cl)c1C(=O)NNC(=O)c1c(-c2c(Cl)cccc2Cl)noc1C | -2% | 2% | 4% | 0% | 4% | -4% | -11% | 5% | -8% | 28% | -3%
O=C(O)c1ccc(/C=N/N2CCN(c3ccccc3)CC2)cc1 | 44% | 1.1µM* | -4% | 4% | 4.3µM* | 1.4µM* | 4.5µM* | -14% | 15% | -8% | -3%
C=CCNC(=O)c1ccc(-c2ccc([N+](=O)[O-])cc2)o1 | 11% | 8% | 27% | 4% | ? | 9% | 54% | -7% | 7% | 35% | ?
COc1ccc(/C=C/C(=O)N(Cc2cccs2)C2CCS(=O)(=O)C2)cc1 (configuration not stated) | -1% | -4% | -2% | -27% | 0% | 0% | -12% | -4% | -4% | 17% | 6%

# Reformatted with values under each structure: entries from further up
# Values in the order: p53 reactivator | NPC1 promoter act | Gal4-VP16 FLuc | CXXC DNA block | FLuc counter | Rab9 prom act | BRCA1 expr act | uPA surface inh | ELG1 genotoxic | RORgamma inh | MBNL1 CUG block
- N#Cc1c(N)n[nH]c1-c1cc2c([nH]1)CCCC2
→ -15% | 2% | -7% | -1% | ? | -2% | 25% | -4% | -2% | ? | -4%
- COc1ccc(C(C)=O)cc1COC(=O)c1c(C)noc1C
→ -9% | -1% | -1% | 0% | 0% | -11% | -70% | -10% | 10% | -12% | 0%
- O=C(/C=C/c1cccs1)N1CCOCC1
→ 11% | 1% | 2% | 4% | -13% | 10% | 13% | 4% | 4% | -1% | 7%
- COc1ccc(-c2nc(CS(=O)CC(=O)NCCC3=CCCCC3)c(C)o2)cc1 (configuration not stated)
→ ? | 23% | 5% | -8% | ? | 30% | ? | -20% | 7% | -19% | 3%
- Cc1[nH]c(C)c(S(=O)(=O)NCC(C)c2ccccc2)c1C(=O)N1CCCCC1 (configuration not stated)
→ -2% | -1% | 2% | 10% | 1% | -2% | 6% | 1% | 1% | 5% | -6%
- Cn1c(SCC(O)c2ccccc2)nnc1-c1ccc2ccccc2c1 (configuration not stated)
→ -2% | -4% | -8% | -1% | -12% | 0% | 12% | -13% | 0% | 25% | .
- Cc1onc(-c2c(Cl)cccc2Cl)c1C(=O)NNC(=O)c1c(-c2c(Cl)cccc2Cl)noc1C
→ -2% | 2% | 4% | 0% | 4% | -4% | -11% | 5% | -8% | 28% | -3%

# Next section
SMILES | p53 reactivator | NPC1 promoter act | Gal4-VP16 FLuc | CXXC DNA block | FLuc counter | Rab9 prom act | BRCA1 expr act | uPA surface inh | ELG1 genotoxic | RORgamma inh | MBNL1 CUG block
Cc1cc(C)c(NC(=O)CSc2nnc(SCC(=O)Nc3c(C)cc(C)cc3C)n2N)c(C)c1 | -3% | -2% | 4% | 13% | 3% | -1% | -22% | 4% | -2% | 9% | -14%
COc1ccc(CC(=O)NCc2n[nH]c(=S)n2-c2ccc(Br)cc2)cc1 | -3% | -5% | -1% | 12% | -17% | -8% | 7% | -2% | -7% | -25% | -11%
O=C(Cn1cnc2c(cnn2-c2ccccc2)c1=O)N1CCN(c2ccc(F)cc2)CC1 | 1% | -3% | -9% | 29% | 0% | -5% | -16% | 1% | 0% | 3% | -4%
COc1cc(=O)[nH]c(SC(C)C(=O)Nc2nc3c(s2)CCCC3)n1 (configuration not stated) | -3% | 0% | 4% | -2% | 1% | -1% | -15% | 1% | 0% | -8% | -1%
CCOC(=O)/C(C#N)=C(C)/C=C1\Sc2ccccc2N1CC | 8% | 19% | -4% | ? | ? | ? | 3.2µM* | -5% | 18% | 1% | .
Cn1c(/C=N/NC(=O)c2ccccc2)nc2ccccc21 | 6% | 12% | 0% | 5% | -14% | 12% | 12% | -19% | 3% | 13µM* | 1%
